# Source: PubChem
# NIH3T3 HSF-1 reporter: GFP reporter loss versus dox-driven RFP – NIH3T3 R4 cells, cherry-pick, set 3, dose response (AID 493083); NIH3T3 R4 HSF-1 GFP reporter, heat shock, 48 h; activity change, negative = inhibition, % at the top dose, mostly 19.5 µM; hits show AC50 in µM; 2,400 compounds, 4% hits;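 active = compounds lowering signal whose fitted AC50 is at most ten times the top tested dose; inconclusive = flat fit with moderate inhibition, or poor curve fit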;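 note: 0% = neutral control wells and -100% = didemnin B positive control; many of its hits are not listed in these tables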
# * hit, by the source's call; u = inconclusive.
nr	SMILES	NIH3T3 HSF-1 reporter
1	COc1ccc(CNC(C)CCc2ccccc2)cc1 (configuration not stated)	-3%
2	COc1ccc(CCNC(=O)c2nnn(-c3ccc4c(c3)OCCO4)c2N)cc1OC	-5%
3	Cc1ccc(N(Cc2cc3ccc(C)cc3[nH]c2=O)C(=O)c2cccs2)cc1	6%
4	CC(C)NS(=O)(=O)c1ccc(OCC(=O)N2CCCC2)c(Cl)c1	1%
5	O=C(NCc1cccs1)c1ccccc1[N+](=O)[O-]	7%
6	COc1ccccc1CN(C)C(=O)C1COc2ccccc2O1 (configuration not stated)	-4%
7	Nc1nc(F)nc2c1ncn2[C@@H]1O[C@H](CO)[C@@H](O)[C@H]1O	1.6µM*
8	COc1nc(-c2ccccc2)ccc1-c1noc(COc2ccccc2)n1	3%
9	COc1cc(C2C(C#N)=C(N)N(N(C)C)C3=C2C(=O)CC(C)(C)C3)ccc1O (configuration not stated)	4%
10	CCCCNC(=O)c1onc(CSc2cccc(Cl)c2)c1C(=O)O	-2%
11	Nc1ccc2nc(-c3ccccn3)[nH]c2c1	1%
12	CCOc1ccc(-c2nc(CSCC(=O)N3CCN(c4cccc(OC)c4)CC3)c(C)o2)cc1	53%
13	Nn1c(-c2cccc(Br)c2)n[nH]c1=S	1%
14	O=C(C1CCC(CNS(=O)(=O)c2cccc3cccnc23)CC1)N1CCCC1 (configuration not stated)	5%
15	CC(C)[C@H](NC(=O)Cc1ccccc1)C(=O)OCc1cc(=O)n2c(n1)sc1ccccc12	0%
16	CN(C)c1ccc(-c2noc(C3CCN(C(=O)Nc4ccc(Cl)cc4)CC3)n2)cc1	0%
17	Fc1ccc(-c2nc3c(-c4ccc(Cl)cc4)cnn3cc2CCN2CCOCC2)cc1	7%
18	CCCC(=O)Nc1ccc(Cl)c(NC(=O)c2cccnc2)c1	-1%
19	Cc1cccc(-c2nnc(NC(=O)c3cccs3)s2)c1	-4%
20	O=[N+]([O-])c1ccc(S(=O)(=O)c2ccccc2)nc1	u
21	COc1cccc(CC(=O)N[C@@H](CCSC)c2nc3ccccc3[nH]2)c1	-2%
22	Cc1oc2c(c1C(=O)NCc1cccnc1)C(=O)c1ccccc1C2=O	u
23	CCCc1cc(=O)oc2cc(C)cc(OCC(=O)NCCCn3ccnc3)c12	2%
24	O=C(CSc1ccc(-c2ccccn2)nn1)NC1CCCCC1	6%
25	O=C(C1=C[C@H](c2ccc(Br)cc2)C[C@H](OCCCCO)O1)N1CCN(Cc2ccc3c(c2)OCO3)CC1	36%
26	c1ccc2c(c1)OCC(c1csc3ncnc(N4CCOCC4)c13)O2 (configuration not stated)	4%
27	Cc1cc(C)c2c(n1)sc1c(=O)[nH]c(SCc3ccccc3)nc12	-7%
28	CCN1CC2([N+](=O)[O-])C=CC(=O)C([N+](=O)[O-])(C1)C2CC(=O)c1ccccc1 (configuration not stated)	4%
29	COc1ccc(S(=O)(=O)NCC2CCCN(C(=O)C3CCCC3)C2)cc1 (configuration not stated)	-9%
30	O=C(CSC(=S)N1CCCCC1)Nc1ncc2c(n1)CCCC2=O	-1%
31	COc1cc2c(cc1OC)C(c1cc(Br)ccc1F)N(C(=O)CCl)CC2 (configuration not stated)	u
32	CCOc1cc(/C=C2\C(=N)N3N=C(C)SC3=NC2=O)ccc1OCCOc1ccccc1	0%
33	N#CC1=C(N)Oc2n[nH]c(CSc3ccccc3)c2C12C(=O)Nc1ccccc12 (configuration not stated)	-2%
34	O=C(O)C1CCC(=O)N(C2CCCCC2)C1c1ccccc1Cl (configuration not stated)	-8%
35	CC1CC(=O)Nc2cc([N+](=O)[O-])ccc2N1 (configuration not stated)	1%
36	CCn1ccnc1CN(C)C(=O)c1cc(COc2ccc(Cl)cc2OC)on1	-3%
37	COCCn1c(C)cc(C(=O)COC(=O)c2ccccc2Br)c1C	-9%
38	O=C(c1cc(Br)c[nH]1)N1CCSCC1	0%
39	Cn1c(=N)n(CC(O)c2ccccc2)c2ccccc21 (configuration not stated)	-3%
40	Cc1ccnc(NS(=O)(=O)c2ccc(NC(=O)COc3ccccc3)cc2)n1	0%
41	CSc1ccccc1C(=O)N1CCN(c2ncccn2)CC1	13%
42	COc1ccc(/C=C2\CCCC3C2=NN(C(=O)COC(=O)CNC(=O)c2ccccc2)C3c2ccc(OC)cc2)cc1 (configuration not stated)	19%
43	COc1c(CC=C(C)C)cc(C2CC(=O)c3c(O)cc(O)cc3O2)cc1CC=C(C)C (configuration not stated)	21%
44	Nc1ccccc1-c1nc2ccccc2s1	0%
45	CCn1c(COc2ccc(C)cc2)nnc1SCC(=O)Nc1ccc2c(c1)OCCO2	-2%
46	OCCC1CN(Cc2cccc(-n3cccn3)c2)CCN1Cc1ccccc1 (configuration not stated)	-4%
47	N#CC1=C(N)C(C#N)(C#N)C(c2cccnc2)C2CC(c3ccccc3)CC=C12 (configuration not stated)	u
48	CCOc1ccc(-n2c(O)c(/C=N/Nc3nnc(C)c(=O)[nH]3)c3ccccc3c2=O)cc1	-1%
49	CC(=O)/C(=N\Nc1ccc(Cl)cc1)Sc1nnc(-c2ccccc2)n1-c1ccccc1	39%
50	O=C(CC(=O)c1ccccc1[N+](=O)[O-])c1ccccc1	-4%
51	Cc1noc(NS(=O)(=O)c2ccc(N3Cc4ccccc4C3=O)cc2)c1C	-5%
52	CCCCC(=O)Nc1ccc(C(=O)NCCc2ccc(S(N)(=O)=O)cc2)cc1	-5%
53	O=C(NCCN1CCCCC1)Nc1ccccc1Cl	-12%
54	CC1=C(C(=O)Nc2ccc(C)cc2)C(c2ccc(C)o2)C2=C(CC(C)(C)CC2=O)N1 (configuration not stated)	-3%
55	CCOc1ccc(CNS(=O)(=O)c2c(C)nc3scc(C)n3c2=O)cc1OC	0%
56	Cc1cc(=O)[nH]c2c1c(=O)[nH]n2C1CC(C)N(C)CC1C (configuration not stated)	1%
57	CCCOc1ccc(/C=N/NC(=S)Nc2ccccc2[N+](=O)[O-])c(O)c1	-3%
58	Cc1nc2c(-c3ccccc3)cnn2c(N)c1-c1ccccc1	2%
59	CCc1ccc(C(=O)NC(CCSC)C(=O)OC)cc1 (configuration not stated)	2%
60	COc1ccc(F)cc1C(=O)C1CCCN(Cc2cccn2-c2ccccn2)C1 (configuration not stated)	-7%

# The list continues:
nr	SMILES	NIH3T3 HSF-1 reporter
61	CCc1ccc(C(=O)Cn2ncc(Cl)c(Cl)c2=O)cc1	-75%
62	O=C(Nc1ccc(-n2ccnc2P(=O)(O)c2ccccc2)cc1)c1ccccc1Cl	-3%
63	CCCCCCN1CC(=O)N2[C@@H](Cc3c([nH]c4ccccc34)C2(C)C)C1=O	3%
64	O=C(c1ccc([N+](=O)[O-])cc1)N1CCN(c2ncc(Br)cn2)CC1	-5%
65	Cc1nc2c(ncn2-c2ccccc2)c(=O)n1NC(=O)CN1CCOCC1	-6%
66	CC(=O)Nc1nn(C)c2nc(C)cc(C)c12	-8%
67	COc1cccc(NC(=O)N2CCCC2C(=O)NC(C)C)c1 (configuration not stated)	6%
68	Cc1cccc2cc(CN(Cc3ccccc3)C(=S)NCCCN(C)C)c(=O)[nH]c12	-1%
69	Cc1ccccc1C(=O)Nc1nnc(CC(=O)N/N=C/c2ccco2)s1	8%
70	O=C(Nc1cccc(Cl)c1)c1ccc(S(=O)(=O)NCC2CCCO2)cc1 (configuration not stated)	32%
71	COc1cc(NS(=O)(=O)c2ccc(NC(=S)NC(=O)/C=C/c3ccc(OC)c(OC)c3)cc2)ncn1	2%
72	Cc1ccc(S(=O)(=O)N2CCN(C(=O)c3c(-c4ccccc4)noc3C)CC2)c(C)c1	3%
73	Cn1cc(CN2CCc3ccccc3C2)c2ccccc21	1%
74	O=C(OC(C(=O)NCC1CCCO1)c1ccc(F)cc1)c1cccs1 (configuration not stated)	-1%
75	CCOC(=O)CSc1ccc(C(=O)NCCCN2CCOCC2)cc1[N+](=O)[O-]	2%
76	CCOc1ccc(-n2c(C)c(C(C)=O)c3cc(OC(C)=O)ccc32)cc1	-25%
77	CCCn1c(O)c(N=NC(=O)c2ccco2)c2ccccc21	-4%
78	FC(F)Oc1ccc(NC(=S)NNc2ccnc3cc(Cl)ccc23)cc1	40%
79	CC(C)OCCCn1c(NN)nc2ccccc2c1=O	-9%
80	Cc1nc(-c2ccc(Cl)cc2)sc1C1(C)CC(c2ccc(Cl)cc2)=NO1 (configuration not stated)	2%
81	COC(=O)c1ccccc1NC(=O)c1ccc(-c2ccc(Br)cc2)o1	0%
82	CCn1c2ccccc2n2c(=O)c(=O)n(CC(=O)Nc3ccc(C(C)C)cc3)nc12	-4%
83	O=C(CNC(=O)C1CCCCC1)NC1=NCCS1	0%
84	Oc1ccc(C2=NN(c3ccccc3)C(c3ccc(F)cc3)C2)cc1 (configuration not stated)	12%
85	CCO[C@@H]1OC(C(=O)NCc2ccccc2)=C[C@H](c2ccc3c(c2)OCO3)[C@H]1CCCO	-7%
86	CC(C)(C)c1nc(N2CCN(C(=O)c3ccco3)CC2)c2nnn(Cc3ccccc3)c2n1	-6%
87	CCN1C(=O)[C@H]2[C@@H](c3ccc(C)cc3)N3C(=O)N(c4ccc(C)cc4)C(=O)[C@@]3(C)[C@H]2C1=O	-4%
88	CC1CCC2(CC1)N=C(N)Nc1nc3ccccc3n12 (configuration not stated)	23%
89	O=c1c(/C=N\NS(=O)(=O)c2ccccc2)coc2ccc(Cl)cc12	-5%
90	CCSc1nnc(-c2ccc(S(=O)(=O)NCc3cccs3)cc2)o1	21%
91	C=CCSc1nc2ccccc2n1C(=O)/C=C/c1cc(OC)c(OC)c(OC)c1	-1%
92	Cn1c(=O)c2ccccc2n(Cc2ccccc2Cl)c1=O	62%
93	CCOC(=O)c1cc2nc(-c3ccco3)cc(C(F)(F)F)n2n1	1%
94	COc1cc(/C=N/NC(=O)c2cncc(Br)c2)cc([N+](=O)[O-])c1O	3%
95	Fc1ccc(NC(=S)NCc2ccccc2)cc1	-10%
96	Cc1ccc(NC(=O)CN(C)C2CCCCC2)cc1Cl	-4%
97	O=S(=O)(C/C(=C/CO)S(=O)(=O)c1ccccc1)c1ccccc1	5.9µM*
98	CCN(C(=O)c1ccc2c(SCC(=O)O)c3c(nc2c1)CCC3)c1cc(Cl)ccc1OC	-5%
99	Cc1nc(NC(C)c2ccccc2)sc1C(=O)Nc1ccccc1 (configuration not stated)	6%
100	COc1cccc2cc(-c3nnc(-c4ccccc4)o3)c(=O)oc12	-2%
101	O=C(CSC1=NNC(c2ccccn2)S1)Nc1ccccc1 (configuration not stated)	3%
102	Cc1occc1-c1nnc(SCC(=O)Nc2ccccc2)n1C	-2%
103	COC(=O)c1ccccc1NC(=O)CSc1nnc(C(CO)NC(=O)c2ccccc2)n1C (configuration not stated)	-10%
104	O=C(CCc1ccccc1)Nc1cccc([N+](=O)[O-])c1	9%
105	CCCCn1c(N)c(N(CC(C)C)C(=O)c2cccc(S(=O)(=O)N3CCCCC3)c2)c(=O)[nH]c1=O	-8%
106	COc1ccccc1C(=O)NCC(=O)N/N=C/c1ccc2c(c1)OCO2	3%
107	COc1cc(NC(=O)CN2C(=O)NC(c3ccccc3)(c3ccccc3)C2=O)cc(OC)c1	0%
108	N#Cc1c(-c2ccc3c(c2)OCO3)csc1N	-3%
109	C#CCOCCOCCOCCNc1nc(N2CCN(C(=O)[C@H](CCC(=O)O)n3cc(C(N)Cc4ccc(O)cc4)nn3)CC2)nc(N2CCN(C(=O)[C@H](Cc3ccc(O)cc3)n3cc(C(N)[C@H](C)CC)nn3)CC2)n1 (some centres not stated)	-5%
110	CCc1ccc(S(=O)(=O)/N=C2\C=C(Nc3ccc(O)cc3)C(=O)c3ccccc32)cc1	1.7µM*
111	COc1cc(/C=N/NC(=O)c2cc(C)oc2C)ccc1O	-2%
112	CC(C)(C)c1ccc2c(c1)OC(C(=O)N/N=C\c1ccc[nH]1)CO2 (configuration not stated)	0.85µM*
113	O=C(Nc1ccc2[nH]ncc2c1)c1ccccc1Cl	-2%
114	CCOc1ccc2c(c1)[N+](C)(C)C(C)(C)C=C2C	2%
115	COCCCn1c(-c2ccco2)nc2ccccc2c1=O	0%
116	O=C(Nc1nc(-c2cccs2)cs1)c1ccc(Cl)s1	37%
117	O=[N+]([O-])c1ccc(N2CCN(Cc3ccc4c(c3)OCO4)CC2)nc1	12%
118	COC(=O)C1=CN(c2ccc(F)c(F)c2)C=C(C(=O)OC)C1c1ccc([N+](=O)[O-])cc1	16%
119	COc1ccc(NS(=O)(=O)NC(=O)c2cn(C)c3ccccc23)cc1	-2%
120	COc1ccc(-n2c(-c3ccc(F)cc3)cnc2SCC(=O)NCc2ccco2)cc1	3%
121	CNC(=S)N/N=C/c1ccc(-c2cccc(C(=O)O)c2)o1	-3%
122	Cc1ccc(F)cc1NC(=S)NCCc1ccccc1	10%
123	O=S(=O)(N1CCCCC1)n1nnc2ccccc21	-8%

# This is a subset, so the mix of outcomes need not match the whole.
